KCNK9 block: blocks the human KCNK9 two-pore domain potassium channel | B-score at 10 µM | 310,000 tested, 1.2% active | HEK293 KCNK9, FluxOR thallium flux fluorescence; stronger effect = lower value | Q9NPC2;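 active = ratio B-score over 3 SD below the library mean, with starting fluorescence within 5 SD of its mean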;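 also: negative B-score means less thallium flux so channel inhibition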
ANO1 block: inhibitors of mouse TMEM16A calcium-activated chloride channel; HEK293 TMEM16A/YFP iodide influx fluorescence, ionomycin; normalized B-score (activity score, 25-100; higher = stronger inhibition) at 10 µM; 310,000 tested, 1.2% active; AID 588511;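 active = ratio plate-corrected score three or more library SD toward inhibition, starting fluorescence score within five deviations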;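 also: score derived from kinetic fluorescence span divided by baseline fluorescence per well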
TRPC4 agonist: opens the mouse TRPC4 cation channel | Q9QUQ5 | HEK293 TRPC4beta/mu-opioid, Fluo4 calcium fluorescence; stronger effect = higher value | B-score at 10 µM | 310,000 tested, 0.49% active;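 active = B-score above 5 SD of library B-scores, and initial fluorescence ratio not above library mean plus 5 SD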;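 also: positive B-score marks a calcium rise read as TRPC4 activation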
Target sequence (Q9QUQ5 whole entry, looked up): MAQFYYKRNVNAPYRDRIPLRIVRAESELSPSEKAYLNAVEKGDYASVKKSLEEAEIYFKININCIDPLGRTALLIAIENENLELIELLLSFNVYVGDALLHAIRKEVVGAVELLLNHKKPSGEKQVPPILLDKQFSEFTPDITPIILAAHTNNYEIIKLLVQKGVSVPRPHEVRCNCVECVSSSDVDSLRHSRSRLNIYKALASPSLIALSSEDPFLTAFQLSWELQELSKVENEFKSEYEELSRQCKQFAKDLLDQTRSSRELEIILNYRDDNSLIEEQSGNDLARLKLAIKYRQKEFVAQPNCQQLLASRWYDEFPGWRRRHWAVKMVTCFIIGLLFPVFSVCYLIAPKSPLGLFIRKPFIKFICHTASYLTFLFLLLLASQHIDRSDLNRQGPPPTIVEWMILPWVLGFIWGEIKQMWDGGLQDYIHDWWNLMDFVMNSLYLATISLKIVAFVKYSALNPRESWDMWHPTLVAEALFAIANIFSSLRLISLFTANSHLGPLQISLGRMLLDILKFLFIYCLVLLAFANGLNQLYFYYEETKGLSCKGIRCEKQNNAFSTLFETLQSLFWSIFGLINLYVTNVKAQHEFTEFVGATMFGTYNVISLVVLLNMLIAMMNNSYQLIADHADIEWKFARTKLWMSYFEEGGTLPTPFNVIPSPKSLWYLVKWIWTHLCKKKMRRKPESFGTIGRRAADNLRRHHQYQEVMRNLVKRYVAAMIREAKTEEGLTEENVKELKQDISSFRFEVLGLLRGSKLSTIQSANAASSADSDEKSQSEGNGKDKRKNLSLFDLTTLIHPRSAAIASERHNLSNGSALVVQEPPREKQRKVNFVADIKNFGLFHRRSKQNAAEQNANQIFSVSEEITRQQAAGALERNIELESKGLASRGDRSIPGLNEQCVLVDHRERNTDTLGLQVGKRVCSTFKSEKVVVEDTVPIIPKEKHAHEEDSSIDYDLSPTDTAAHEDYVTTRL
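System – HEK293 cells stably co-expressing mouse TRPC4beta and mu-opioid receptor · Signal – Fluo4 calcium-sensitive dye fluorescence, kinetic, 1 Hz baseline · Benchmarks – buffer (low) and maximal DAMGO (high) · Read-out – B score of integrated fluorescence ratio per well · Incubation – dye loading 45 min room temperature, 110 s kinetic read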
HDAC3 inh: inhibitors of human histone deacetylase 3; O15379; recombinant HDAC3, fluorogenic peptide/trypsin coupled, fluorescence; inhibition, % at 8.3 µM; 320,000 tested, 0.15% active; in the data active = inhibition above about 26%, passing the limit was not always enough; inconclusive = no clear call, values can overlap the other calls
DYRK1A inh: blocks rat Dyrk1A kinase activity; Q63470; ADP-Glo luminescence, NFATc1 peptide; inhibition, % at 12.5 µM; 310,000 tested, 0.43% active; AID 504441; in the data active = inhibition above about 50%;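 also: plate controls were vehicle with enzyme for no effect and no enzyme for full effect; many of its hits are not listed in these tables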
KCNQ1 pot: human KCNQ1 channel potentiation or activation. CHO-K1 KCNQ1, thallium flux FluxOR fluorescence; stronger effect = higher value. AID 2648. P51787. 310,000 tested, 0.35% active. B-score at 10 µM;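 active = fluorescence ratio B-score, a plate-corrected score, at least three library SD, with initial intensity B-score within 5 SD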
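Schedule – 37 °C overnight plating, 90-min dark dye load, 20-min compound pretreatment · System – stable KCNQ1 CHO-K1 line · Probe or stimulus – thallium- and potassium-containing depolarizing buffer · Measured by – kinetic FluxOR fluorescence, 10 s baseline plus 110 s post-stimulus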
hERG protect: compounds protecting human hERG from proarrhythmic drug block; Q12809; CHO-hERG, FluxOR thallium flux, dofetilide IC70 present; activation (rescue from dofetilide block), less the hit threshold, % at 10 µM; 310,000 tested, 0.51% active;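 active = activation above the mean of controls blocked by dofetilide plus 5 SD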;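 also: thallium influx through hERG after potassium depolarization seen as dye fluorescence rise; in these data hits start at about 4.7%; inactives centre near -7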
TRPC4 potent: allosteric potentiators of mouse TRPC4 channel; Q9QUQ5; HEK293 TRPC4beta/mu-opioid, DAMGO EC20, Fluo-4 Ca2+ flux; stronger effect = higher value; AID 2227; B-score at 10 µM; 310,000 tested, 0.42% active;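 active = B-score of calcium response area above 5 SD of library B-scores, with initial fluorescence ratio within 5 SD of library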;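 also: B-score of integrated fluorescence ratio over time as area under calcium response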
KCNK3 block: human KCNK3 channel inhibition, primary screen; O14649; CHO-KCNK3 thallium flux, FluxOR fluorescence; stronger effect = lower value; B-score at 10 µM; 340,000 tested, 0.84% active; AID 602410;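 active = B-score under library mean minus 4 SD, starting fluorescence ratio at most library mean plus 5 SD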;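 also: more negative B-score means stronger inhibition of thallium flux through KCNK3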
TMEM16A act: mouse TMEM16A channel activation, primary screen; Q8BHY3; HEK293 TMEM16A/YFP-H148Q/I152L, iodide quench fluorescence; stronger effect = lower value; B-score at 10 µM; 340,000 tested, 0.3% active;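 active = fluorescence-ratio B-score plate-corrected deviation score at least 3 library SD below zero, with starting fluorescence score within 5 deviations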;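 also: channel opened by trigger with iodide after compound preincubation; score built on the fluorescence ratio of max minus min over baseline; more negative score means more quench and so TMEM16A activation or potentiation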
KCNQ1 block: human KCNQ1 channel inhibition | P51787 | CHO-K1 KCNQ1, FluxOR thallium flux fluorescence; stronger effect = higher value | B-score at 10 µM | 310,000 tested, 1.3% active | AID 2642;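 active = compounds whose thallium flux B-score, printed positive for inhibition, exceeds three library SD while starting fluorescence stays within three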;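 also: channel opened by potassium depolarization with thallium stimulus after 20 min compound exposure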
The depositor's hits bear a star; i = inactive; ? = inconclusive; . = no result given. Not all compounds are listed. The share of hits here may be higher or lower than overall.

mol	KCNK9 block	ANO1 block	TRPC4 agonist	HDAC3 inh	DYRK1A inh	KCNQ1 pot	hERG protect	TRPC4 potent	KCNK3 block	TMEM16A act	KCNQ1 block
Cc1ccc2nc(-c3ccc(SCC(=O)N4CCc5ccccc54)nc3)[nH]c2c1	i	i	i	0	-5	i	-10	i	i	i	i
S=C(NCc1ccccc1)N1CCn2cccc2C1c1ccncc1 (centres undefined)	i	i	i	-4	.	i	-16	i	i	i	i
CCn1c(=O)cc(OCC(=O)Nc2ccc(C)cn2)c2ccccc21	i	i	i	6	-1	i	-10	i	i	i	i
COc1ccccc1/C=N/NC(=O)c1ccc(CN2C(=O)c3cccc4cccc2c34)cc1	i	i	i	-1	3	i	-5	i	i	i	i
COc1ccc(/C=C(\NC(=O)c2cccs2)C(=O)NCc2ccco2)cc1OC	i	i	i	3	.	i	-2	i	i	i	i
Cc1ccc(S(=O)(=O)NCC(=O)OCN2C(=O)c3ccccc3C2=O)cc1	i	i	i	13	.	i	-8	i	.	.	i
C=CCNC(=O)c1ccc(-c2nc(-c3ccc(Cl)cc3Cl)cs2)cc1	i	i	i	-1	-2	i	-6	i	i	i	i
NS(=O)(=O)c1ccc(CCNCc2ccccc2OCc2ccc(Cl)cc2)cc1	i	i	i	-6	6	i	-15	i	i	i	i
CCCS(=O)(=O)c1nc(S(=O)(=O)c2ccc(C)cc2)c(N2CCN(C)CC2)s1	i	i	i	-2	2	i	-5	i	i	i	i
N#C/C(=C(/O)CSc1ncn[nH]1)c1nc2ccccc2[nH]1	i	i	i	2	14	i	-5	i	i	i	i
CCOc1cc2[nH]c(=O)n(Cc3ccc(C(=O)NCCOC)cc3)c(=O)c2cc1OCC	i	i	i	.	6	i	-4	i	i	i	i
COC(=O)c1cc(C(=O)NCCCN2CCOCC2)cc([N+](=O)[O-])c1	i	i	i	?	-2	i	-6	i	i	i	i
CCO[C@H]1OC(C(=O)N2CCN(Cc3ccc4c(c3)OCO4)CC2)=C[C@@H](C2CCCCC2)[C@@H]1CCCO	i	i	i	5	12	i	-10	i	i	i	i
O=C1N[C@@H](Cc2cn(S(=O)(=O)c3ccc([N+](=O)[O-])cc3)c3ccccc23)C(=O)N[C@H]1Cc1ccccc1	i	i	i	-4	0	i	-5	i	i	i	i
COc1cc(OC)cc(-c2nc(-c3cc4cc(C)ccc4nc3OC)no2)c1	i	.	i	.	6	i	-7	i	i	i	i
Cc1cc(C)c2c(N=NN(C)C)[nH]nc2n1	i	i	i	6	5	i	-18	i	i	i	i
COc1ccc(SCc2noc(C(=O)NC(C)C)c2C(=O)O)cc1	i	i	i	-1	-4	i	-5	i	i	i	i
CC(=O)Oc1ccc(C(C)=O)c2c1OCCO2	i	i	i	-5	-5	i	-1	i	i	i	i
Cc1ccc(C)c(NC(=O)CSc2cccc3cccnc23)c1	i	i	i	-6	-2	i	-6	i	i	i	i
CSc1nc2sccc2c(=O)[nH]1	i	i	i	-1	0	i	-13	i	i	i	i
COc1ccc(NC(=O)CC23CC4CC(CC(C4)C2)C3)cn1	i	i	i	-7	-4	i	2	i	i	i	i
COc1cc(NC(=O)COC(=O)CCc2cc(OC)c(OC)c(OC)c2)cc(OC)c1	i	i	i	0	.	i	-6	i	i	i	i
COc1c(C)cc(C(=O)C2CCCN(C(=O)c3ccoc3)C2)cc1C (centres undefined)	i	i	i	-6	-2	i	-12	i	i	i	i
O=C(OCN1C(=O)C(=O)c2ccccc21)c1ccc(Cl)cc1	i	i	i	-16	1	i	-6	i	i	i	i
CC(=O)c1c(C)[nH]c(C(=O)CSc2nc3ccccc3c(=O)n2CCCN2CCOCC2)c1C	i	i	i	-1	-2	i	-22	i	i	i	i
CSc1nc(C)cc(Oc2ccc(OCC(N)=O)nn2)n1	i	i	i	-7	.	i	-11	i	i	i	i
O=C(Nc1nc2ccc([N+](=O)[O-])cc2s1)c1c(F)cccc1F	i	i	i	8	.	i	-14	i	i	i	i
CCOC(=O)Cc1cc(=O)n2[nH]cc(-c3cccc(Br)c3)c2n1	i	i	i	-27	22	i	-3	i	i	i	i
Cc1ccc(C2CC2C(=O)NNC(=S)Nc2cccc(Cl)c2)cc1 (centres undefined)	i	25*	i	5	.	i	-22	i	i	i	6*
O=C(CN1C(=O)COc2ccccc21)N1CCOCC1	i	i	i	-4	-2	i	-6	i	i	i	i
Cc1cc(C)n(CC(C)NCc2cn[nH]c2-c2cccc3ccccc23)n1 (centres undefined)	i	i	i	5	0	i	-12	i	i	i	i
O=C(C1CCCN(S(=O)(=O)c2cccc3cccnc23)C1)N1CCc2ccccc21 (centres undefined)	i	i	i	1	-4	i	-12	i	i	i	i
CCc1ccc(OCC(=O)NC(C)C)cc1	i	i	i	-7	11	i	-10	i	i	i	i
Cc1ccc(NC(=O)CSc2nnc(CN3CCOCC3)n2-c2ccccc2)cc1	i	i	i	2	2	i	-2	i	i	i	i
CCCCCCCCCOC(=O)C(CC(=O)O)N1CCOCC1 (centres undefined)	i	i	i	-4	-7	i	-5	i	i	i	i
CC(O)(CS(=O)(=O)Cc1ccccc1Cl)C(=O)Nc1cccc(C(F)(F)F)c1 (centres undefined)	i	i	i	5	3	i	-14	i	i	i	i
CC(=O)c1c(C)[nH]c(C(=O)OCC(=O)Nc2ccc([N+](=O)[O-])cc2Cl)c1C	i	i	i	2	1	i	-10	i	i	i	i
CCc1noc(C)c1C(=O)NNC(=O)c1ccccc1F	i	i	i	-3	-3	i	-5	i	i	i	i
CCOC(=O)c1sc(C)c2c1NC(C)(c1ccccc1)NC2=O (centres undefined)	i	i	i	-7	-2	i	-5	i	i	i	i
Cc1cc(=O)n2[nH]c(-c3sccc3-n3c(C)ccc3C)cc2n1	i	i	i	13	.	i	-6	i	.	.	i
O=c1cnc2ccccc2n1CC1CCCCC1	i	i	i	4	-6	i	-2	i	i	i	i
CCOc1ccc(NC(=O)c2cc([N+](=O)[O-])ccc2N2CCOCC2)cc1	i	i	i	6	.	i	-10	i	i	i	i
Cc1ccc(C(C(=O)NC2CCCC2)N(Cc2ccco2)C(=O)CCC(=O)Nc2cc(C)on2)cc1 (centres undefined)	i	i	i	0	16	i	-9	i	i	i	i
COc1ccc(C2CC(c3ccc(Cl)cc3Cl)Nc3nc(N)nn32)cc1OC (centres undefined)	i	i	i	-1	-2	i	-1	i	i	i	i
CCOC(=O)C1C(=O)C=C(c2ccc(C)cc2)CC1c1ccco1 (centres undefined)	i	i	i	-1	2	i	-14	i	i	i	i
COc1ccc(NC(=O)c2ccccc2SC)c(OC)c1	i	i	i	-2	0	i	-5	i	i	-5.8*	i
Cc1ccc(C2CC(c3cccs3)=NN2C(=O)c2ccc(Br)o2)cc1 (centres undefined)	.	i	.	7	3	.	.	.	i	i	.
C=CCn1c(CSCc2ccc(C)cc2)nnc1SCC(=O)NCc1ccccc1	i	i	i	2	10	i	-13	i	i	i	i
CCOc1c(Cl)cc(C2NC(=O)NC(C)=C2C(=O)NCc2ccccc2)cc1OC (centres undefined)	i	i	i	3	-3	i	-1	i	i	i	i
O=C(COC(=O)C1CCN(S(=O)(=O)c2ccccc2)CC1)NC(=O)c1ccc(OC(F)F)cc1	i	i	i	-3	4	i	-4	i	i	i	i

(listing goes on)
mol	KCNK9 block	ANO1 block	TRPC4 agonist	HDAC3 inh	DYRK1A inh	KCNQ1 pot	hERG protect	TRPC4 potent	KCNK3 block	TMEM16A act	KCNQ1 block
Cc1[nH]c2ccccc2c1C(=O)NS(=O)(=O)Nc1ccccc1	i	i	i	?	-3	i	-11	i	i	i	i
CC(NC(=O)CNC(=O)Cc1cccc2ccccc12)c1ccc(S(N)(=O)=O)cc1 (centres undefined)	i	i	i	-2	2	i	-12	i	i	i	i
Clc1ccc(OCCSc2ncccn2)c2ccccc12	-8.4*	i	i	0	-3	i	-16	i	i	i	i
CN(CC(=O)NCc1ccccc1Cl)CC(=O)Nc1cccc(F)c1	i	i	i	4	4	i	-5	i	i	i	i
N=C1C(c2nc(-c3ccc(Cl)cc3)cs2)=C(O)CN1CCCN1CCOCC1	i	i	i	3	0	i	-13	i	i	i	i
CCN(CC)CCOC(=O)C12CC3CC(CC(C3)C1)C2	i	i	i	1	4	i	-1	i	i	i	i
Cc1nc(SC(C)C(=O)NCC2CCCO2)c2cc(-c3ccccc3)sc2n1 (centres undefined)	i	i	i	-1	6	i	-19	i	i	i	i
CN(C)/C=C/C(=O)c1ccc(Oc2ncccn2)cc1	i	i	i	5	7	i	-13	i	i	i	i
O=C(O)c1cccc(S(=O)(=O)NCCC(c2ccccc2)c2ccccc2)c1	i	i	i	7	.	i	-12	i	i	i	i
Cc1ccsc1C(=CCCN1CCC[C@@H](C(=O)O)C1)c1sccc1C	i	i	i	-8	-1	i	-5	i	i	i	i
CCN(C(=O)CN1CCOCC1)C1(C)C(=O)c2ccccc2C1=O	i	i	i	-7	-2	i	-12	i	i	i	i
CCc1nnc(NC(=O)CSc2ccc(-c3nc4ccc(C)cc4[nH]3)cn2)s1	i	i	i	1	0	i	-3	i	i	i	i
COc1ccc(C(C)=O)cc1CN1C(=O)NC2(CCCCCCC2)C1=O	i	i	i	-2	-1	i	-12	i	i	i	i
CCOP(=O)(OCC)c1nc(-c2ccccc2Cl)oc1N1CCOCC1	i	i	i	2	-4	i	-10	i	i	i	i
Cn1nc2c3ccccc3n(Cc3ccc(F)cc3)c2nc1=S	i	i	i	-2	.	i	-2	i	i	i	i
O=C(c1cc(COc2ccc3ncccc3c2)on1)N1CCC(O)CC1	i	i	i	4	-4	i	-10	i	i	i	i
COC(=O)CC1=NN(c2nc3ccccc3s2)C(=O)/C1=C/N(C)C	i	i	i	3	.	i	-3	i	i	i	i
Cc1ccc(C2OCC3(CO)COC(c4ccc(C)cc4)N23)cc1 (centres undefined)	i	i	i	2	-3	i	-7	i	i	i	i
O=C(CCCc1c[nH]c2ccccc12)N1CCOCC1	i	i	i	0	-3	i	-1	i	i	.	i
